Source: PubChem BioAssay
CAL PDZ FP-1: CAL PDZ peptide-binding inhibitors, primary screen, biochemical, fluorescence polarization, Cer-tagged CAL PDZ, HTS | Golgi-associated PDZ and coiled-coil motif-containing protein (Homo sapiens), Q9HD26 | purified CAL PDZ, TMR-peptide fluorescence polarization, 1 h | inhibition, % at 20 µM | 0.02% of 330,000 active | AID 504414, 2011;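 active = highest replicate inhibition of at least 40%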;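 also: plate controls were DMSO neutral control wells for no effect and unlabeled competitor peptide control wells for full effect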
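System: purified tagged CAL PDZ domain construct (CerCALP). Schedule: 1 h incubation at room temperature before polarization reading. Medium: 25 mM sodium phosphate pH 7.4, 150 mM NaCl, TCEP, IgG, Thesit. Read-out: percent inhibition from loss of millipolarization. Measured by: FP readout, S and P plane fluorescence. Probe or stimulus: fluorescent TMR peptide probe.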
MITF TRPM1 HTS: activators of MITF-driven TRPM1 promoter reporter, primary screen, cell-based, SK-MEL-5, luciferase, single point; AID 588334, 2011; 0.75% of 300,000 active; SK-MEL-5 TRPM1-promoter luciferase, 24 h; % of positive control, neutral wells = 0; activation, % at 12.5 µM;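 active = mean activation of at least 80% with every replicate also reaching 80%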;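 also: 0% = neutral control wells and 100% = parthenolide positive control wells; values of inactives mirror those of a sister screen read the other way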
E coli growth: E. coli V3065 growth inhibition, primary screen, counter-screen for AddAB inhibitor project, absorbance, OD600; AID 449728, 2010; 18 h; inhibition, % at 11.9 µM; 0.27% of 330,000 active;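 active = inhibition above the campaign's mean inhibition across all tested compounds plus 3 SD, cut at about 9.9% in these data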;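 also: uninfected addAB+ strain grown without phage in ampicillin broth; 0% = DMSO wells and 100% = ciprofloxacin 0.95 µg/ml wells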
AddAB inh: growth inhibition of E. coli expressing H. pylori AddAB, primary screen, AddAB inhibitor project, absorbance; inhibition, % at 11.9 µM; 0.29% of 330,000 active; in the data active = inhibition above about 12%;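 also: 0% = vehicle wells of infected cells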
phage Ecoli inh: growth loss of phage-infected E. coli, primary screen, RecBCD inhibitor project, absorbance, with phage, HTS. inhibition, % at 11.9 µM. 0.26% of 360,000 active; in the data active = inhibition above about 11%
SR-BI DiI inh: inhibitors of SR-BI mediated HDL lipid uptake, primary screen, ldlA[mSR-BI] cells, fluorescence, single point; 0.96% of 320,000 active; inhibition, % at 12.5 µM; ldlA[mSR-BI] CHO cells, DiI-HDL uptake fluorescence, 3 h; Scavenger receptor class B member 1 (Mus musculus), Q61009;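 active = mean replicate inhibition of at least 70% and a set share of replicates each scoring 70 or more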;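 also: 0% = median of neutral control wells and 100% = median of positive control wells; values of inactives mirror those of a sister screen read the other way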
Target sequence (Q61009 whole entry, looked up): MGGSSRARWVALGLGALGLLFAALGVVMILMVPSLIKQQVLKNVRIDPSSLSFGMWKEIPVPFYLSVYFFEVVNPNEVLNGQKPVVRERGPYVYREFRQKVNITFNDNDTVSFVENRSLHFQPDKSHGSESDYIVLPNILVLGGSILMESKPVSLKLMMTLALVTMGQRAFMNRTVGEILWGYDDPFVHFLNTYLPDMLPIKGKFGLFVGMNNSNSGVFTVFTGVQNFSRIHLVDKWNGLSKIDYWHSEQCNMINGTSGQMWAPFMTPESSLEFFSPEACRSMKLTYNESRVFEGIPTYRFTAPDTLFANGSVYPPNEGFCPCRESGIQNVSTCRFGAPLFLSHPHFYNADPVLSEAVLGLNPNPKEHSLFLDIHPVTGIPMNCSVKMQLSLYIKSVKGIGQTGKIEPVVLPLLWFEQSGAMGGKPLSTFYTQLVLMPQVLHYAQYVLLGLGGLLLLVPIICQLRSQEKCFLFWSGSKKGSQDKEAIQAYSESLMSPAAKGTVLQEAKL
Tat transport: E. coli Tat export inhibitors, primary screen, MC4100, TorA-mCherry reporter, fluorescence, single point | 0.036% of 340,000 active | inhibition, % at 10 µM;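 active = mean replicate inhibition at least 50% and at least half of replicates individually reaching 50%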;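 also: exported cargo escapes ClpAP degradation while cytoplasmic cargo is degraded and loses fluorescence; 0% = median of neutral control wells and 100% = median of NaSCN control wells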
CAL PDZ FP-2: untagged CAL PDZ binding inhibitors, primary screen, biochemical, fluorescence polarization, HTS. purified CAL PDZ, TMR-peptide fluorescence polarization, 1 h. inhibition, % at 24.9 µM. 0.92% of 300,000 active. AID 602252, 2012;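 active = mean inhibition of at least 30% with at least half of replicates also reaching 30%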;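 also: 0% = DMSO neutral control and 100% = excess unlabeled competitor peptide PRC23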
SR-BI uptake up: activators of SR-BI mediated DiI-HDL uptake, primary screen, ldlA[mSR-BI] CHO cells, DiI fluorescence | 3 h; 100 = double the neutral-control signal | activation, % at 12.5 µM | 0.096% of 320,000 active | AID 504775, 2011;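 active = mean replicate activation of at least 60% and every replicate at or above 60%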;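 also: 0% = median plate neutral-control signal and 100% = twice that signal; values of inactives mirror those of a sister screen read the other way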
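Assay system: CHO ldlA[mSR-BI] cells, LDL receptor-null, SR-BI overexpressing; medium: Ham's F12 with 0.5% BSA, HEPES 25 mM, pH 7.4; also added: DiI-HDL 10 µg/mL; timing: 3 h uptake period with compound, 37 °C; signal: DiI fluorescence, bottom read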
Wnt bcat act: Wnt/beta-catenin pathway activators, primary screen, cell-based, plate reader, single point | Wnt/beta-catenin reporter cell assay, activator | activation, % at 9.35 µM | 1.2% of 300,000 active; in the data active = activation above about 30%, passing the limit was not always enough;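 also: 0% = neutral control wells and 100% = positive control wells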
An asterisk follows results filed as active; . = not tested or not shown. The list is partial, so the mix of outcomes need not match the whole.

SMILES	CAL PDZ FP-1	MITF TRPM1 HTS	E coli growth	AddAB inh	phage Ecoli inh	SR-BI DiI inh	Tat transport	CAL PDZ FP-2	SR-BI uptake up	Wnt bcat act
Cn1c(O)c(C=NC2CCCCC2)c(=O)[nH]c1=S	-1.3	-6	-1.7	-2.1	3.5	-18	-1	9	18	-7
CN1CCN(c2nc(Cl)ncc2F)CC1	-3.4	5	-1.3	-0.2	2.9	-23	-11	-2	23	-1
C=CCn1c(O)c(C(C)=NCCCn2ccnc2)c(=O)[nH]c1=O	0.1	-5	-1.3	1.7	1.6	-10	-8	-3	10	2
C#C[C@@]1(O)CCC2C3CCC4=C/C(=N/OCC(=O)NC(CCC(N)=O)C(=O)O)CC[C@]4(C)C3CC[C@@]21C (some centres undefined)	-0.2	0	-1.9	0.9	0.6	-18	-6	-3	18	-2
CN(Cc1ccccc1)C(=C(Cl)Cl)/C(=C1/NCCN1Cc1ccc(Cl)nc1)[N+](=O)[O-]	-0.8	4	-1.1	0.4	0.0	-16	-7	-5	16	.
Cc1cc(=O)[nH]c(CCl)n1	-0.7	9	0.0	2.6	4.3	5	-2	3	-5	-1
CC(C)c1cc(Br)c(NC(=O)Nc2cccnc2)c(Br)c1	-2.4	-8	0.0	-0.3	0.1	3	0	-1	-3	-2
CC1CN1P1(=O)OCC(C)([N+](=O)[O-])CO1 (centres undefined)	-0.7	3	.	.	1.9	-11	1	-4	11	-1
N#CCCn1cc(C(=O)Nc2ccc(F)cc2)c(-c2ccccc2)n1	-1.0	28	.	.	0.7	6	2	3	-6	1
O=C1NC(=O)N(Cc2ccccc2Cl)C(=O)/C1=C/N1CCOCC1	-0.2	-8	-0.5	2.1	0.5	-6	-15	.	6	-2
COC(=O)C12CCc3c(ccc4cc(OC)ccc34)C1=CC(=O)C2 (centres undefined)	-1.2	7	.	.	3.5	24	3	0	-24	-3
O=c1[nH]c(=O)n(Cc2ccccc2)c(O)c1/C=N/NCCO	.	.	1.1	0.9	2.5	.	.	.	.	5
C=C1C(=O)O[C@@H]2C[C@@H](C)[C@H]3C=CC(=O)[C@]3(O)C[C@@H]12	-0.1	-1	0.9	1.3	-2.5	1	4	-2	-1	8
CC(C)(C)n1cc(C(=O)c2ccc3ccccc3c2O)cn1	-0.7	12	0.9	3.2	3.3	44	7	-6	-44	-1
COC(=O)C1=C(c2cccc(OCc3ccccc3)c2)C[C@@H]2CC[C@H]1N2C(=O)NCc1cccc(OC)c1	-1.7	8	1.3	1.0	1.3	27	6	-9	-27	-2
COc1c(C)cc(C(=O)C2CCCN(Cc3cnc(C)s3)C2)cc1C (centres undefined)	-3.0	-6	1.1	-0.2	2.8	-6	-2	-3	6	1
CC(=O)O[C@]1(C)C(=O)OC/C2=C/CN(C)CCC(OC(=O)[C@@](O)(C(C)O)C[C@H]1C)C2=O (some centres undefined)	-1.1	3	-0.1	-1.8	2.0	-27	6	0	27	2
C[N+]1=C(/C=C/Nc2ccccc2)C(C)(C)c2ccccc21	0.4	2	1.8	2.2	-0.5	-15	-4	-4	15	-9
CC1(C(=O)O)CC12c1ccccc1-c1ccccc12 (centres undefined)	-0.5	-1	.	.	2.9	-17	-5	-6	17	4
Cc1cccc2c(CCN)c[nH]c12	1.0	-8	-0.2	0.3	1.4	.	0	0	.	0
O=P(O)(O)Oc1ccccc1P(=O)(c1ccccc1)c1ccccc1	-0.4	6	-3.6	-0.4	-0.7	-19	-7	-1	19	-2
Fc1ccccc1N1CCN(Cc2ccc3c(c2)OCO3)CC1	-0.4	-2	-1.0	1.0	2.7	31	1	.	-31	-2
COc1ccc2c3c1OC1C(O)C=CC4C(C2)[N+](C)(C)CCC341 (centres undefined)	0.9	-8	-1.0	-0.7	2.5	.	4	0	.	3
CCN(CC)C(=O)c1ccc(N2C(=O)C3CC=C(Cl)CC3C2=O)cc1 (centres undefined)	0.4	.	1.2	-2.1	1.9	13	-1	2	-13	-2
CCOC(=O)c1c(C)n(Cc2ccccc2)c2ccc(OCC(O)CNC(C)(C)C)cc12 (centres undefined)	-0.6	0	1.9	-0.2	2.6	14	-1	-5	-14	0
COC(=O)C1=C(c2ccc(F)cc2OCc2ccccc2)C[C@@H]2CC[C@H]1N2C(=O)NCCc1ccc(F)cc1	-0.1	11	-1.1	1.3	1.2	34	4	15	-34	-4
CC(=Nc1ccc2c(c1)CCC2)c1c(O)n(C)c(=O)n(C)c1=O	-0.6	3	-0.6	-1.1	1.6	-33	9	-4	33	.
O=C(N=Nc1c(O)[nH]c(=O)[nH]c1=O)C1COc2ccccc2O1 (centres undefined)	-1.0	-13	0.6	1.9	4.8	-4	4	-4	4	0
CCCC[C@@H](C)C[C@@H](C)C(=O)N(C)[C@@H](CC(C)C)C(=O)N[C@H](C(=O)N(C)[C@H](C(=O)N1C[C@@H](O)C[C@H]1C(=O)N1C(=O)C=C[C@@H]1C)C(C)C)C(C)OC(C)=O (some centres undefined)	-0.3	-99	-0.5	1.5	.	-2	31	-4	2	.
CC(NCc1ccc(Cl)c(Cl)c1)C(O)c1ccccc1 (centres undefined)	-2.0	-11	3.2	1.2	4.0	-18	4	-4	18	-1
CCOc1ccc(-c2cc(C)[n+](CCc3ccc(OC)c(OC)c3)c(-c3ccc(OCC)cc3)c2)cc1	.	-95	.	.	2.5	60	6	-27	-60	2
CCCCCC(=O)N[C@@H](c1ccccc1)[C@@H](O)C(=O)O[C@H]1C[C@@]2(O)[C@@H](OC(=O)c3ccccc3)C3[C@](C)(C(=O)[C@H](O)C(=C1C)C2(C)C)[C@@H](OC1OCC(O)C(O)C1O)C[C@H]1OC[C@@]31OC(C)=O (some centres undefined)	-0.7	-21	-1.7	0.2	5.5	-11	5	4	11	-2
CCC1(CC)C(=N)N(C)C(=O)NC1=O	-1.4	0	2.4	4.2	2.3	2	-12	1	-2	-2
Cc1nc2nc(C)c(CCC(=O)N3CCC4(CC3)OCCO4)c(C)n2n1	-1.5	-7	-2.0	0.8	5.6	-1	11	4	1	.
Cc1cc(C)c(-n2c(O)c(/C=N/N3CCCCC3c3cccnc3)c(=O)[nH]c2=O)c(C)c1 (centres undefined)	-0.7	8	-2.6	1.0	4.7	0	1	1	0	-4
O=[P+](Cc1ccccc1)Cc1ccccc1	.	6	1.9	2.2	4.4	-27	-6	4	27	.
CC(=O)Nc1ccc(OC(=O)N(C)c2ccc(C)cc2)cc1	-2.3	-6	1.8	2.8	1.2	-11	8	-3	11	-1
COC(=O)C1=C(c2ccccc2)C[C@@H]2CC[C@H]1N2C(=O)NCCCOC(C)C	0.1	-3	0.4	1.6	1.7	-38	1	2	38	-1
Cc1cc(/C=C2\C(=O)NC(=O)N(c3cccc(F)c3)C2=O)c(C)n1-c1cc(C(=O)O)cc(C(=O)O)c1	.	-1	1.1	4.4	1.7	2	3	-3	-2	-11
O=C1C=C2C=C[C@@H]3CC2(O1)[C@H]1CCCCN31	-1.3	-24	-0.4	-1.9	1.6	7	-3	-2	-7	-3
Cc1cc(N2C(=O)C3CCCN3C2c2ccc(Cl)c(Cl)c2)no1 (centres undefined)	-0.9	.	1.0	0.2	4.4	13	-2	8	-13	-6
O=C1/C(=C/c2ccncc2)N2CCC1CC2	-0.4	4	1.4	0.9	1.4	.	2	0	.	-3
CN(C)C(=O)Oc1ccc2nnc3ccnn3c2c1	.	-10	1.4	-0.7	-2.9	-3	6	-7	3	2
Cc1ccc(C2=NN(CCC(=O)N3CCC4(CC3)OCCO4)C(=O)CC2)cc1	-1.9	-10	1.6	-0.8	0.6	.	-1	-3	.	-4
O=C(NN=Cc1ccc(N(CCCl)CCCl)cc1)C(=O)c1c[nH]c2ccccc12	-1.2	-9	.	.	-0.6	44	-1	-2	-44	3
O=[N+]([O-])c1ccc(-[n+]2c(-c3ccccc3)cc(-c3ccccc3)cc2-c2ccccc2)cc1	1.8	.	3.8	0.8	1.1	-25	2	-1	25	1
CCOC(=O)N1CCN(C(C)C(=O)c2c[nH]c3ccccc23)CC1 (centres undefined)	-1.0	-26	-2.5	-0.5	2.5	1	-8	.	-1	.
C/C=C/CC1(CC)C(=O)NC(=S)NC1=O	-1.1	17	-0.9	0.2	0.1	-18	-3	8	18	0

Four entries from above, set out differently.
> Cc1cc(C)c(-n2c(O)c(/C=N/N3CCCCC3c3cccnc3)c(=O)[nH]c2=O)c(C)c1 (centres undefined)
  CAL PDZ FP-1: -0.7 | MITF TRPM1 HTS: 8 | E coli growth: -2.6 | AddAB inh: 1.0 | phage Ecoli inh: 4.7 | SR-BI DiI inh: 0 | Tat transport: 1 | CAL PDZ FP-2: 1 | SR-BI uptake up: 0 | Wnt bcat act: -4
> CC1(C(=O)O)CC12c1ccccc1-c1ccccc12 (centres undefined)
  CAL PDZ FP-1: -0.5 | MITF TRPM1 HTS: -1 | E coli growth: . | AddAB inh: . | phage Ecoli inh: 2.9 | SR-BI DiI inh: -17 | Tat transport: -5 | CAL PDZ FP-2: -6 | SR-BI uptake up: 17 | Wnt bcat act: 4
> C=C1C(=O)O[C@@H]2C[C@@H](C)[C@H]3C=CC(=O)[C@]3(O)C[C@@H]12
  CAL PDZ FP-1: -0.1 | MITF TRPM1 HTS: -1 | E coli growth: 0.9 | AddAB inh: 1.3 | phage Ecoli inh: -2.5 | SR-BI DiI inh: 1 | Tat transport: 4 | CAL PDZ FP-2: -2 | SR-BI uptake up: -1 | Wnt bcat act: 8
> O=c1[nH]c(=O)n(Cc2ccccc2)c(O)c1/C=N/NCCO
  CAL PDZ FP-1: . | MITF TRPM1 HTS: . | E coli growth: 1.1 | AddAB inh: 0.9 | phage Ecoli inh: 2.5 | SR-BI DiI inh: . | Tat transport: . | CAL PDZ FP-2: . | SR-BI uptake up: . | Wnt bcat act: 5

Two of the compounds above, as labelled records:
> Cc1cc(C)c(-n2c(O)c(/C=N/N3CCCCC3c3cccnc3)c(=O)[nH]c2=O)c(C)c1 (centres undefined)
  CAL PDZ FP-1: -0.7; MITF TRPM1 HTS: 8; E coli growth: -2.6; AddAB inh: 1.0; phage Ecoli inh: 4.7; SR-BI DiI inh: 0; Tat transport: 1; CAL PDZ FP-2: 1; SR-BI uptake up: 0; Wnt bcat act: -4
> CC(=O)O[C@]1(C)C(=O)OC/C2=C/CN(C)CCC(OC(=O)[C@@](O)(C(C)O)C[C@H]1C)C2=O (some centres undefined)
  CAL PDZ FP-1: -1.1; MITF TRPM1 HTS: 3; E coli growth: -0.1; AddAB inh: -1.8; phage Ecoli inh: 2.0; SR-BI DiI inh: -27; Tat transport: 6; CAL PDZ FP-2: 0; SR-BI uptake up: 27; Wnt bcat act: 2
